High-throughput results from PubChem BioAssay.
HIF-2a inh: blocks HIF-2a reporter activity; 786-0 RCC cells HIF-2a reporter, luciferase luminescence, overnight; inhibition, % at 18.8 µM; 0.72% of 360,000 active;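 active = inhibition of the luminescence signal of 40% or more relative to plate controls, in a single-dose primary screen at 18.75 µM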
NR2E3 ag-1: activates human NR2E3 receptor; inhibition of corepressor binding, % at 3.98 µM; 0.35% of 360,000 active; CHO-S Gal4-NCOR/VP16-NR2E3 two-hybrid, luciferase; Q9Y5X4; AID 602229;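 active = inhibition above the mean of all tested compounds plus 3 SD, cut at about 70% in these data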;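 note: 0% = DMSO with NR2E3 transfected cells and 100% = cells lacking NR2E3 construct; higher means lower luciferase signal from less NR2E3 corepressor binding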
Target sequence (Q9Y5X4 whole entry, looked up, the tested form may be a part): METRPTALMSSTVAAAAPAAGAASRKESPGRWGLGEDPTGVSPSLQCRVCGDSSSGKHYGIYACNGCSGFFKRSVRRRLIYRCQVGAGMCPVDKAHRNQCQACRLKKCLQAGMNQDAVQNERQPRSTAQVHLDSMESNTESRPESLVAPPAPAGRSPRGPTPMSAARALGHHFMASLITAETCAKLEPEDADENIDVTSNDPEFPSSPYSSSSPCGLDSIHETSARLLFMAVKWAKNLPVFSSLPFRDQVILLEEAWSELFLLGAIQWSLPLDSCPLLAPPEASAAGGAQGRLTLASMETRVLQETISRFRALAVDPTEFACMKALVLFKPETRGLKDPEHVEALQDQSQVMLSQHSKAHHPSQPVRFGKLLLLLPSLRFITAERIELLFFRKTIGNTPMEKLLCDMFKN
m5-HT2A agonist: mouse HTR2A agonism via beta-arrestin recruitment | activation, % at 7.6 µM | CHO-K1 mHTR2A beta-arrestin complementation, luminescence; percent of 30 µM serotonin response | 0.66% of 360,000 active;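 active = activation above a run cutoff, the mean activation of all tested compounds plus 3 SD, cut at about 14% in these data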;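 note: 0% = plate median of compound wells and 100% = 30 µM serotonin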
Peg3 promoter: inhibitors of Peg3 promoter | HeLa PEG-Prom luciferase reporter, luminescence, overnight | inhibition, % at 20 µM | 1.7% of 360,000 active | AID 588405;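 active = inhibition of at least 50% at 20 µM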
iPSC survival up: increases survival of single human iPS cells | 0.044% of 360,000 active | hiPSC single-cell survival, ATPlite luminescence; 100% = ROCK inhibitor wells, 0% = DMSO | survival enhancement, % at 20 µM; in the data active = survival enhancement above about 18%;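 note: cells exposed to compounds for 16 hours before the ATP read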
PDI inh: PDI (human) enzyme inhibition; P07237; AID 588391; inhibition, % at 10 µM; 0.052% of 350,000 active; PDI insulin aggregation turbidity, A650, 90 min;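 active = mean inhibition across replicates of 30% or more, whatever share of single replicates reach that level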;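 note: absorbance from insulin aggregation driven by PDI reduction with DTT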
Target sequence (P07237 whole entry, looked up): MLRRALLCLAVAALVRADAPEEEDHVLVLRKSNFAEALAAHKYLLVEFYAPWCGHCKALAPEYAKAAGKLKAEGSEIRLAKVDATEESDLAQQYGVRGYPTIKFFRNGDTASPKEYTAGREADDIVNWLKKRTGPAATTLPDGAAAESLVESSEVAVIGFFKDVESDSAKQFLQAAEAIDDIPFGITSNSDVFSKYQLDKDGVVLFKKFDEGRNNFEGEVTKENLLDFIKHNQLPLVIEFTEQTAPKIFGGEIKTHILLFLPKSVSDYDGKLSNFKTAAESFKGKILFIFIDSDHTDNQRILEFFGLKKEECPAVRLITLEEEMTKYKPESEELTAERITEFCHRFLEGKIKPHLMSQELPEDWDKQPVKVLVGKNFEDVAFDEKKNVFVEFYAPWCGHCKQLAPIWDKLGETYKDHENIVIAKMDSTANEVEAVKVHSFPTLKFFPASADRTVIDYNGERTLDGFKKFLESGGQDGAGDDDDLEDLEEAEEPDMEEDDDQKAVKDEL
NR2E3 ag-2: agonists of human nuclear receptor NR2E3. GST-NR2E3/biotin-RetCOR TR-FRET, 1536-well. inhibition of corepressor binding, % at 4.78 µM. Q9Y5X4. 0.12% of 320,000 active. AID 2300;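 active = percent inhibition above the cutoff of mean plus 3 SD of all tested compounds, set per screening campaign, cut at about 20% in these data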;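 note: 0% = DMSO wells and 100% = biotin wells as full block of FRET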
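system = GST-tagged NR2E3 plus biotinylated RetCOR corepressor | input = 1.35 nM GST-NR2E3 | also added = 7 nM biotin-RetCOR | schedule = 5 h incubation at 4 °C | measured by = TR-FRET with europium anti-GST and streptavidin-D2, 340 nm excitation | read-out = percent loss of FRET ratio relative to control wells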
H9c2 protect: myocardial damage modulation in H9c2 cells | H9c2 cardiomyocytes, H2O2 injury protection, ATPLite, 2 h | protection from H2O2 cell death, % at 20 µM | 0.63% of 360,000 active | AID 588492;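 active = compounds giving at least 50% protection of heart cells from peroxide-induced death in the single-dose screen, raw or plate-pattern-corrected value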;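 note: 0% = DMSO wells with peroxide and 100% = DMSO wells without peroxide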
CaV13 FRET inh: Disruptors of the CACNA1D IQ motif to Ca2+-dependent inactivation inhibitor domain association, primary screening, Förster resonance energy transfer in intact living …. HEK cells, CFP/YFP FRET ICDI-IQ, plate reader, 10 min; percent FRET-ratio fall versus neutral wells. inhibition, % at 12.3 µM. 0.098% of 340,000 active. AID 743397;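 active = mean replicate inhibition of at least 30% and at least 1% of replicates passing that level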;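 note: 0% = median of the neutral control wells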
Shn3 inh set2: reduces Shn3 3'UTR luciferase signal in osteoblasts; Clone20 osteoblast Shn3 3'UTR firefly luciferase, 24 h; inhibition, % at 12.5 µM; 0.52% of 360,000 active;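 active = mean inhibition of at least 75% with every replicate also reaching 75%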;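 note: 0% = median of neutral control wells and 100% = pilot-screen positive control compound; some compounds past the cut are filed as inactive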
TRPM1 prom inh: inhibitors of MITF-driven TRPM1 promoter in melanoma cells. SK-MEL-5 TRPM1 promoter luciferase, 24 h. 0.83% of 330,000 active. inhibition, % at 12.5 µM. AID 488899;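 active = mean inhibition across replicates of 60% or more, whatever share of single replicates reaches that level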; note: values of inactives mirror those of a sister screen read the other way
* hit, by the source's call; / = no result given.

item	SMILES	TRPM1 prom inh	NR2E3 ag-2	m5-HT2A agonist	iPSC survival up	HIF-2a inh	CaV13 FRET inh	NR2E3 ag-1	Shn3 inh set2	PDI inh	Peg3 promoter	H9c2 protect
1	O=C(NCCN1CCN(c2ccccc2F)CC1)c1cccn2c(=O)c3ccccc3nc12	-12	1	-1	0.0	5	-6	-12	9	9	39	71*
2	NC(=O)c1ccc(NC(=O)COC(=O)c2c3c(nc4ccccc24)/C(=C\c2ccc4c(c2)OCO4)CCC3)cc1	-15	/	-5	-2.3	-52	-29	-20	38	-10	-13	28
3	Cc1ccc(OCC(=O)NC(C)c2ccccc2)cc1 (centres undefined)	9	3	-3	-0.1	-1	-22	-32	0	-11	12	-6
4	COC(=O)Cc1c(C)c2ccc(OCC(=O)N3CCOCC3)cc2oc1=O	-7	3	3	3.9	16	/	-6	-6	4	12	6
5	COc1ccc(C(=O)Nn2c(C)nc3ccccc3c2=O)c(OC)c1	20	-1	-2	1.1	14	-4	-9	0	-9	5	-1
6	COc1ccc(OC)c(S(=O)(=O)Nc2ccc(C(C)=O)cc2)c1	-4	0	0	-0.9	30	-8	-3	7	7	21	0
7	Cc1ccc(NC(=O)C(=O)NCCN2CCN(Cc3ccc([N+](=O)[O-])cc3)CC2)cc1	6	1	5	-0.6	6	-3	-13	11	-16	4	-5
8	O=C(CSc1ccc(Cl)cc1)Nc1ccc(NC(=O)c2ccco2)cc1	1	-3	0	2.0	-24	-15	3	19	-2	-13	5
9	Cc1cc(C)c2c(c1)-c1c(ssc1=S)C(C)(C)N2C(=O)CSc1nncn1C	-3	0	-5	5.7	25	/	-38	47	3	27	-1
10	CN(C)c1ccc(N2C(=O)CC(c3ccccc3)CC2=O)cc1	3	-1	3	0.5	-34	-9	-7	1	22	-26	-2
11	O=C(NC(=S)Nc1ccccc1Br)C1CCCC1	-53	2	-5	-0.1	-212	-5	-52	-27	-2	-128	-10
12	COCc1c(C(=O)N2CCN(Cc3c(F)cccc3Cl)CC2)oc2ccccc12	9	7	-4	-0.1	11	-4	-3	22	0	30	-2
13	Cc1ccn(CCNC(=O)C2CCC(=O)N(Cc3ccc(Cl)cc3)C2)n1 (centres undefined)	3	0	5	-0.5	1	-6	-10	-12	-1	-1	-1
14	Cc1ccc(S(=O)(=O)N2CCOCC2)cc1C(=O)Nc1ccc2c(c1)CCC2	-3	0	-3	0.6	-13	-4	-9	-3	5	-11	-6
15	Cc1cc(N2CCN(c3nc(-c4ccc([N+](=O)[O-])cc4)cs3)CC2)c2ccccc2n1	-2	1	-1	0.1	6	-7	-4	36	0	-6	2
16	CC(OC(=O)C1=COCCO1)C(=O)Nc1ccccc1C#N (centres undefined)	9	3	3	-0.6	20	1	-46	3	5	-1	8
17	COc1ccc(CCNC(=O)COC(=O)C2CC2C)cc1 (centres undefined)	4	5	2	2.7	4	-6	-25	-18	-3	9	0
18	COc1ccc(CNC(=O)c2cc(-c3ccco3)on2)cc1	-8	1	1	-0.6	-63	-4	0	-1	3	-19	-2
19	COc1ccc(OCC(=O)OCC(=O)NCc2ccco2)cc1	20	2	0	3.8	17	/	17	-2	-3	5	2
20	C/C(CC(=O)Nc1cccc(C(F)(F)F)c1)=N\NC(=O)C(=O)NCC(C)C	2	-4	-3	-0.7	15	-5	1	-54	-3	-2	1
21	Cc1ccc(-c2c[n+](Cc3cccc(Cl)c3)c3n2CCC3)cc1	67*	4	3	-0.1	10	26	-22	47	-3	24	-11
22	Cc1c(C(=O)OCC(=O)NCc2ccccc2)oc2ccccc12	-1	2	5	-0.1	-5	-5	6	-7	-6	-6	-2
23	CC1CCC2C(=O)N(c3ccc(Cc4ccncc4)cc3)C(=O)C2C1 (centres undefined)	27	-2	0	2.5	8	-4	49	87*	2	10	-21
24	COc1ccccc1CNC(=O)C(NC(=O)c1ccccc1)C(C)C (centres undefined)	2	-3	-5	2.3	12	0	-19	-1	-3	19	3
25	CCOc1ccc2[nH]cc(-c3csc(N)n3)c2c1	6	/	-3	-0.5	11	-7	-24	-2	-10	8	5

An excerpt of these results, with one line to a screen:
#6 COc1ccc(OC)c(S(=O)(=O)Nc2ccc(C(C)=O)cc2)c1
#7 Cc1ccc(NC(=O)C(=O)NCCN2CCN(Cc3ccc([N+](=O)[O-])cc3)CC2)cc1
#8 O=C(CSc1ccc(Cl)cc1)Nc1ccc(NC(=O)c2ccco2)cc1
#9 Cc1cc(C)c2c(c1)-c1c(ssc1=S)C(C)(C)N2C(=O)CSc1nncn1C
#10 CN(C)c1ccc(N2C(=O)CC(c3ccccc3)CC2=O)cc1
#11 O=C(NC(=S)Nc1ccccc1Br)C1CCCC1
assay / compound | 6 | 7 | 8 | 9 | 10 | 11
TRPM1 prom inh | -4 | 6 | 1 | -3 | 3 | -53
NR2E3 ag-2 | 0 | 1 | -3 | 0 | -1 | 2
m5-HT2A agonist | 0 | 5 | 0 | -5 | 3 | -5
iPSC survival up | -0.9 | -0.6 | 2.0 | 5.7 | 0.5 | -0.1
HIF-2a inh | 30 | 6 | -24 | 25 | -34 | -212
CaV13 FRET inh | -8 | -3 | -15 | / | -9 | -5
NR2E3 ag-1 | -3 | -13 | 3 | -38 | -7 | -52
Shn3 inh set2 | 7 | 11 | 19 | 47 | 1 | -27
PDI inh | 7 | -16 | -2 | 3 | 22 | -2
Peg3 promoter | 21 | 4 | -13 | 27 | -26 | -128
H9c2 protect | 0 | -5 | 5 | -1 | -2 | -10

Ordered by the number under NR2E3 ag-1 (low to high): 3 from the list above.
# | smiles | NR2E3 ag-1
3 | Cc1ccc(OCC(=O)NC(C)c2ccccc2)cc1 (centres undefined) | -32
4 | COC(=O)Cc1c(C)c2ccc(OCC(=O)N3CCOCC3)cc2oc1=O | -6
20 | C/C(CC(=O)Nc1cccc(C(F)(F)F)c1)=N\NC(=O)C(=O)NCC(C)C | 1

Later entries.
item	SMILES	TRPM1 prom inh	NR2E3 ag-2	m5-HT2A agonist	iPSC survival up	HIF-2a inh	CaV13 FRET inh	NR2E3 ag-1	Shn3 inh set2	PDI inh	Peg3 promoter	H9c2 protect
26	O=[N+]([O-])c1cccc(SSc2cccc([N+](=O)[O-])c2)c1	10	/	1	-0.6	15	-2	-27	37	13	15	-27
27	C=CCNC(=O)c1ccccc1NC(=O)c1ccc(Cl)c(S(=O)(=O)Nc2ccccc2)c1	19	1	5	1.0	34	-6	19	18	8	37	2
28	Cc1ccnc2nc(C(=O)N3CCN(S(=O)(=O)c4ccccc4)CC3)nn12	-1	1	2	-1.8	9	-4	-4	2	-7	0	0
29	COc1ccc(N2CCN(C(=O)CN3C(=O)NC4(CCCCCC4)C3=O)CC2)cc1	-2	2	-4	-2.6	15	-5	-7	-5	-4	7	-6
30	Cc1cccc(CSc2cn(CC(=O)N3CCOCC3)c3ccccc23)c1	-8	-2	-3	0.6	-224	-5	-160	-54	-3	-232	-3
31	O=C(C1CCC1)N1CCc2cc(S(=O)(=O)Nc3ccc4c(c3)OCO4)ccc21	12	2	8	0.5	8	0	7	45	1	9	-24
32	O=C(N/N=C/c1c[nH]c2ccccc12)C1CC1c1ccccc1 (centres undefined)	5	0	-9	6.9	0	-5	-5	-5	-17	6	-22
33	O=C(CCCC(=O)OCC1CCCO1)OCC1CCCO1 (centres undefined)	-1	3	10	1.4	15	/	10	2	-3	2	0
34	C/C(=N\NC(=O)NC1CCCCC1)c1ccco1	-4	-5	7	0.9	-10	-5	2	-10	0	-6	-4
35	O=C(Nc1ccccc1C(=O)NCCCn1ccnc1)c1ccc(Cl)cc1Cl	7	2	-4	0.3	-13	-6	-6	10	0	25	15
36	Cc1ccc2cc(N)ccc2n1	2	/	-2	-0.9	-9	-2	-6	3	-1	-4	-9
37	COc1ccc(-c2sc3cc(OC)c(OC)cc3c2C#CC2(O)CCCCC2)cc1	-16	1	-8	8.8	-4	-6	-20	-13	8	13	1
38	O=C(COc1ccc2c3c(c(=O)oc2c1)CCC3)NCCN1CCOCC1	-5	8	2	0.6	2	-2	-3	4	7	4	0
39	CCOc1ccc(NC(=O)C2CCCN(C(=O)NCc3ccccc3)C2)cc1 (centres undefined)	2	-10	-1	-1.6	3	5	-7	5	2	2	-3
40	Cc1ccc([C@H]2C(C#N)=C(N)Oc3cc(C)oc(=O)c32)o1	14	1	2	-2.1	2	-5	-30	-17	-3	19	2
41	CCOC(=O)C1(C)CCN1C(=O)c1ccc(F)c(Cl)c1 (centres undefined)	/	/	2	0.0	2	-7	-10	2	-7	-2	4
42	O=C(CCNC(=O)Cn1ccc2ccccc2c1=O)NCCCN1CCN(c2ccccc2F)CC1	8	4	-6	-1.1	5	/	-9	-9	-7	6	0
43	CCC(C)NC(=O)c1ccc2c(c1)N(Cc1ccccc1)C(=O)CS2 (centres undefined)	6	-2	-3	-0.3	11	-2	15	5	2	28	3
44	O=C(CN1CCCCC1)N1c2ccccc2Sc2ccc(C(F)(F)F)cc21	2	6	-4	-2.6	7	/	-37	-10	-3	17	-15
45	CC1CCCCN1CCNC(=O)c1ccc2c(c1)N(Cc1ccccc1F)C(=O)c1ccccc1S2=O (centres undefined)	-9	1	-8	-0.2	11	-7	-5	3	-2	14	-15
46	CC(=O)Nc1cc(-c2nn(CC(=O)N3CCCCC3)c(=O)c3ccccc23)ccc1N1CCOCC1	-4	-1	-4	0.3	-4	-5	-14	18	3	-3	4
47	CC(=O)Nc1ccc(NC(=O)C(C)OC(=O)CCN=C2NS(=O)(=O)c3ccccc32)cc1 (centres undefined)	-4	0	-1	0.2	5	/	-5	-4	-1	8	-5
48	CCCCc1c(-c2ccccc2Br)ncn1CCc1ccccc1OC	/	/	-7	1.7	-55	-10	3	/	/	/	/
49	C(=N\Nc1nc(Nc2ccccc2)nc(Nc2ccccc2)n1)/c1ccncc1	-16	-1	-2	0.3	13	-6	5	4	4	12	-2
50	COCCCNC(=S)N1CCC(NC(=O)Nc2ccc(C)cc2)CC1	3	-1	3	1.4	9	-2	-25	-3	17	-7	3
51	CCS(=O)(=O)c1ccc2oc(SCC(=O)Nc3ccc(OC)cc3OC)nc2c1	-3	0	1	0.1	12	-4	2	0	11	22	-7
